# Assay outcomes deposited in PubChem BioAssay by several laboratories.
# MsrA inhibitor – bovine MsrA enzyme inhibitors, primary screen, biochemical, absorbance, HTS | Methionine sulfoxide reductase A (Bos taurus) | purified bovine MsrA, absorbance read-out | inhibition, % at 15.5 µM | 360,000 compounds, 0.75% hits | AID 651718, 2012; in the data active = inhibition above about 4.5%;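 note: 0% = vehicle wells with enzyme and 100% = reference inhibitor wells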
# Rin1 Abl inh – inhibitors of Rin1-Abl protein binding, primary screen, biochemical, TR-FRET | Tyrosine-protein kinase ABL1 (Homo sapiens) + Ras and Rab interactor 1 (Homo sapiens), … | inhibition, % at 7.35 µM | 360,000 compounds, 0.4% hits; in the data active = inhibition above about 5%, passing the limit was not always enough
# CSN deneddyl inh – inhibitors of CSN-mediated cullin deneddylation, primary screen, biochemical, fluorescence polarization, uHTS; inhibition, % at 12.5 µM; 360,000 compounds, 0.38% hits; Purified CSN, SCF-Nedd8-OG deneddylation;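 active = pattern-corrected inhibition above about 35%, with an unprinted fluorescence ratio check between 0.5 and 1.5, limit read from the data, passing the limit was not always enough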;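 note: 0% = enzyme with substrate and 100% = substrate without enzyme; some results filed as inactive read as strong as hits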
#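 Material: purified human Csn5 enzyme expressed in HEK293T cells / Medium: Tris buffer pH 7.5, NaCl, DTT, Tween-20, trehalose, ovalbumin / Compound dosing: 12.5 µM single point / Schedule: 90 min incubation of compound, enzyme and substrate at room temperature / Signal: fluorescence polarization of the substrate / Control set: no-enzyme wells high, enzyme-with-substrate wells low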
# bovine MsrA act – bovine MsrA enzyme activators, primary screen, biochemical, absorbance, HTS; purified bovine MsrA, absorbance read-out; 360,000 compounds, 0.3% hits; activation, % at 10.6 µM; AID 602163, 2012; Methionine sulfoxide reductase A (Bos taurus); in the data active = activation above about 7.5%;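 note: 0% = vehicle and 100% = reference activator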
# FAS-TE inh – FAS thioesterase domain inhibitors, primary screen, biochemical, fluorescence intensity, uHTS; recombinant FAS-TE, OMFH fluorogenic substrate, fluorescence endpoint; inhibition, % at 15 µM; 360,000 compounds, 0.67% hits;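 active = compounds whose normalised, plate-corrected inhibition of enzyme fluorescence in the single-dose primary screen is 50% or more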;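 note: 0% = DMSO with enzyme and 100% = substrate without enzyme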
# PABP1 MLLE inh – inhibitors of PABP1 MLLE–PAM2 peptide binding, primary screen, biochemical, fluorescence polarization, FITC-PAM2, GST-MLLE. Polyadenylate-binding protein 1 (Homo sapiens), P11940. inhibition, % at 20 µM. 360,000 compounds, 0.36% hits. AID 588489, 2011; in the data active = inhibition above about 35%, passing the limit was not always enough;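 note: plate controls were DMSO wells with GST-MLLE for no effect and wells lacking GST-MLLE protein for full effect; some results filed as inactive read as strong as hits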
# Rpn11 block – Rpn11 (PSMD14) deubiquitinase inhibitors, primary screen, biochemical, fluorescence polarization, uHTS; 26S proteasome non-ATPase regulatory subunit 14 (Homo sapiens), O00487; human 26S proteasome, Ub4-pepOG fluorescence polarization; 20S core pre-blocked with epoxomicin; calls only at 20 µM; 360,000 compounds, 0.59% hits; AID 588493, 2011;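 active = inhibition at 20 µM, scaled to each plate's controls, above about 33%, limit read from the data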
# Target sequence (O00487 whole entry, looked up): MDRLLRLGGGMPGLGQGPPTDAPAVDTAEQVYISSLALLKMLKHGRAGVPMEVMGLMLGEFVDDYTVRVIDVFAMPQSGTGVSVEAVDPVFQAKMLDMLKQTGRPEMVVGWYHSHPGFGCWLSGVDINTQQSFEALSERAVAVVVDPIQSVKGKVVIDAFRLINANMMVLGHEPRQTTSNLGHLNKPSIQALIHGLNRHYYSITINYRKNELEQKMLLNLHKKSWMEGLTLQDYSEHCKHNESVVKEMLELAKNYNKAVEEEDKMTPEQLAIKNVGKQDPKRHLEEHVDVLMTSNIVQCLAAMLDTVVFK
# eLon inh – inhibitors of E. coli Lon protease, primary screen, biochemical, fluorescence polarization; P0A9M0; purified E. coli Lon protease; inhibition, % at 7.94 µM; 360,000 compounds, 0.42% hits; in the data active = inhibition above about 13%, passing the limit was not always enough;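 note: 0% = enzyme with probe and DMSO and 100% = no enzyme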
# Target sequence (P0A9M0 whole entry, looked up): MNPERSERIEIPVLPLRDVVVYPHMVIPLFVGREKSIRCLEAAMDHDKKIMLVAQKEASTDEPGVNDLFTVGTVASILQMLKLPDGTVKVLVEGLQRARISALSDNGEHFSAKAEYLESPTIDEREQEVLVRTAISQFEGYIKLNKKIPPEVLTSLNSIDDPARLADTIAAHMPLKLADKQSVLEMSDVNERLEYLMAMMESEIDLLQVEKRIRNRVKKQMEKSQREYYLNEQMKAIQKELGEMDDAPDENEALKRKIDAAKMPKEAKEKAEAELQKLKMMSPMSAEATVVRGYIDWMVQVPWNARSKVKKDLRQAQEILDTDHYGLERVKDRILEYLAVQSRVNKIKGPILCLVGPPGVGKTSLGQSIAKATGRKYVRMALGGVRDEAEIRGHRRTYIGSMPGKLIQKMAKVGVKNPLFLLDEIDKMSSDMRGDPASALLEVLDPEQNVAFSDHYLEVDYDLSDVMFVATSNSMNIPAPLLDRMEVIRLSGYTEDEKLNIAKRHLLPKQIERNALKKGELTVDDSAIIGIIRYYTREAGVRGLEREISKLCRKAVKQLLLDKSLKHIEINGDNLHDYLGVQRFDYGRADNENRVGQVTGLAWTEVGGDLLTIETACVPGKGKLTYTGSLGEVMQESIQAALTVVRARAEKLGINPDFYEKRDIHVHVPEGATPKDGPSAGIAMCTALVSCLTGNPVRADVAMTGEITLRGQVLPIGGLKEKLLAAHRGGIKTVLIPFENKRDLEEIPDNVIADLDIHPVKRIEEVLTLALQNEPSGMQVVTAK
# MT1-MMP act inh – blockers of MT1-MMP proenzyme processing, primary screen, HT1080 RFP-PRO-GFP cells, GFP/RFP fluorescence. Matrix metalloproteinase-14 (Homo sapiens), P50281. GFP/RFP ratio fluorescence, overnight; percent of plate control window, DMSO zero. GFP/RFP ratio change, % at 20 µM. 360,000 compounds, 0.061% hits;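 active = GFP/RFP ratio change of at least 30% with cell ATP level not reduced by more than half and red fluorescence within 50% of control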; note: strong numbers were not always called active
#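 Test system: HT1080 RFP-PRO-GFP cells; Benchmarks: DMSO and RFP-L50D-GFP cell wells; Timing: cells overnight before dosing, compound overnight, 37 °C, 5% CO2; Compound: one 20 µM compound dose with 1% DMSO; Read-out: GFP/RFP fluorescence ratio.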
# * hit, by the source's call; i = inactive; . = not tested or not shown; + = active, no number; & = joins results of further samples. No enrichment for hits (roughly 3.7% active in at least one column).
SMILES,MsrA inhibitor,Rin1 Abl inh,CSN deneddyl inh,bovine MsrA act,FAS-TE inh,PABP1 MLLE inh,Rpn11 block,eLon inh,MT1-MMP act inh
CCOC(=O)C1=CCN(S(=O)(=O)c2ccccc2Cl)C1c1cccc(C)c1 (centres undefined),-1.0,3,-2,-2,21,-4,i,0,0
C=CCNC(=O)c1ccc2c(=O)n(CCCN3CCCC3=O)c(=S)[nH]c2c1,-0.1,1,3,-4,-7,-46,i,0,-1
CCOC(=O)N1CCC(NC(=O)CS(=O)Cc2nc(-c3ccc(C)cc3)oc2C)CC1 (centres undefined),2.5,1,-3,1,-5,9,i,-4,2
CCOc1ccccc1NC(=O)Cn1c(=O)c(OCC)nc2cnccc21,.,-2,2,0,-3,10,i,1,2
O=[N+]([O-])c1ccc(OCC(O)CN(C2CCCCC2)C2CCCCC2)cc1 (centres undefined),0.0,1,-4,-10,3,4,i,-3,-1
COc1ccccc1-n1c(SCC(=O)N2CCCC2)nc2cccnc21,-0.1,0,0,-2,-4,-4,i,11,-2
Cc1onc(-c2ccccc2Cl)c1C(=O)N1CCN(C(=O)c2ccco2)CC1,-0.8,1,2,5,-4,6,i,-7,-2
CCOC(=O)C1=C(N)Oc2cc(O)ccc2C1c1ccccc1 (centres undefined),-1.0,-1,-4,0,17,5,i,0,0
O=C(NCC(=O)N1CCN(S(=O)(=O)c2ccccc2F)CC1)c1ccc2ccccc2c1,-0.6,-4,-2,-2,-4,2,i,5,6
c1cn2c(NC3CCCCC3)c(-c3ccc(SC4CCCCC4)cc3)nc2cn1,-0.5&-0.2,-2,12&22,-2&-3,35&26,-38,i,-16&-32,-36&-6
CC1CCN(C(=O)CSCc2ccc(Cl)cc2)CC1,-0.6,-4,-6,-7,5,3,i,-3,0
Cn1c(Cn2nnc3ccccc32)nnc1SCC(=O)N1CCc2ccccc21,1.1,1,2,-2,-4,6,i,0,-5
CNC(=S)N(C)[C@H]1c2c(ccc3ccccc23)OC[C@H]1CO,-0.1,0,-16,-2,3,-13,i,-12,-7
COC(=O)/C=C1/N/C(=N\c2nc(C)cc(C)n2)N(c2cccc(C)c2)C1=O,1.2,-1,-2,-6,-10,-1,i,1,-4
C=CCn1c(Sc2nc(C)cs2)nc2c1c(=O)[nH]c(=O)n2C,0.1,-2,7,0,-3,-2,i,22*,-1
Cc1ccc(NS(=O)(=O)c2ccc(OCC(=O)NCC3CCCO3)cc2)cc1 (centres undefined),-0.9,-2,1,-3,-1,11,i,-3,-7
COc1ccc2c(c1)c(=O)oc1c(C)c(OC(C)C(=O)NCC3CCC(C(=O)O)CC3)ccc12 (centres undefined),1.2,-4,-4,-1,0,2,i,-6,-2
CS(=O)(=O)c1nc(-c2ccc(Br)cc2)cc(-c2ccccc2)c1C#N,-0.6,-12,4,-1,37,-1,i,-6,-32
CC(C)OCCCNc1ccc(N2C(=O)CCCC2=O)cc1[N+](=O)[O-],0.3,-3,-2,-4,-86,-1,i,-9,6
COC(=O)/C=c1/s/c(=C(/C#N)C(=O)N2CCOCC2)n(-c2ccccc2)c1=O,-0.6,0,3,-4,-6,27,i,-4,6

# Single entries from the entries so far:
# Under MsrA inhibitor, COC(=O)/C=C1/N/C(=N\c2nc(C)cc(C)n2)N(c2cccc(C)c2)C1=O is entered as 1.2
# Under MT1-MMP act inh, CNC(=S)N(C)[C@H]1c2c(ccc3ccccc23)OC[C@H]1CO is entered as -7
# Under Rin1 Abl inh, CS(=O)(=O)c1nc(-c2ccc(Br)cc2)cc(-c2ccccc2)c1C#N is entered as -12
# Under PABP1 MLLE inh, COc1ccc2c(c1)c(=O)oc1c(C)c(OC(C)C(=O)NCC3CCC(C(=O)O)CC3)ccc12 (centres undefined) is entered as 2

# Next section
SMILES,MsrA inhibitor,Rin1 Abl inh,CSN deneddyl inh,bovine MsrA act,FAS-TE inh,PABP1 MLLE inh,Rpn11 block,eLon inh,MT1-MMP act inh
COc1ccc(CCNC(=O)CSc2nc(C)cc(C)n2)cc1OC,-0.7,-2,-1,-3,-10,4,i,-7,0
CNC(=S)N1CCC(n2cnc3ccccc32)CC1,0.3,0,2,-5,-5,-119,i,-2,3
Cc1cc(C)n(-c2nc3ccccc3c(=O)n2OCC(=O)Nc2c(C)cccc2C)n1,-0.4,3,1,-4,-6,22,i,1,9
CCOC(=O)c1sc(NC(=O)c2cc(-c3ccc(C)cc3)nc3ccccc23)c(C#N)c1C,0.9,-4,-4,1,27,25,i,-9,-31
Cc1cccnc1NC(=O)CNC(=O)COc1ccccc1,1.6,1,1,-1,-7,12,i,-4,0
O=C1OC(c2ccccc2)=C/C1=C/N1CCCCC1,0.5,-3,7,-1,-6,5,i,-10,-12
COc1ccc(OCC(=O)NNC(=S)NC(=O)c2ccc(Br)o2)cc1,0.7,-3,-8,3,-2,26,i,-1,5
COc1ccc2cc(C(=O)Nc3ccc(Cl)cc3)sc(=O)c2c1OC,0.7,0,23,-4,-2,-7,+,14,-12
CCOc1ccc2nc(SCC(=O)NC3CCS(=O)(=O)C3)[nH]c2c1 (centres undefined),0.3,2,-1,2,-1,1,i,4,1
CC(C)Cn1c(/C=C/c2ccco2)nc2ccccc21,1.0,-3,5,-4,-10,-23,i,-8,-12
FC(F)(F)c1cc(-c2ccco2)nc(NCCc2ccccc2)n1,1.6,-4,4,-13,22,4,i,-5,-11
Cc1ccc(CCNC(=O)C2CCN(S(=O)(=O)N3CCCC3)CC2)cc1,0.3,2,-4,0,-3,-2,i,-9,0
CC(Sc1nc(-c2ccc(F)cc2)cs1)C(=O)Nc1ccc(Cl)cn1 (centres undefined),-1.1,3,1,-4,7,-9,i,-3,3
CCC(=O)Nc1ccc(NC(=O)CSc2nnnn2Cc2ccccc2)cc1C,0.0,2,-4,-2,3,2,i,-2,0
O=C(COC(=O)/C=C/c1cccc(Cl)c1)NCCc1ccccc1,-1.4,1,-9,-5,-1,-13,i,5,-1
S=c1[nH]nc(-c2ccncc2)n1/N=C/c1cn(-c2ccccc2)nc1-c1ccccc1,-0.6,0,3,-5,-2,-108,i,3,-2
COCCn1c(=NC(=O)c2nc3ccccc3s2)sc2cc(S(C)(=O)=O)ccc21,0.6,-1,10,-1,3,9,i,-4,0
CC(=O)Nc1ccc(S(=O)(=O)NNC(=O)COc2cccc3ccccc23)cc1,0.6,5,-7,-4,-7,-6,i,-3,2
CCN(CC)S(=O)(=O)c1ccc(OC)c(NC(=O)c2cn(CC)c3nc(C)ccc3c2=O)c1,0.1,2,8,1,-1,-6,i,-16,1
COc1ccc(C(CC(=O)NCc2ccccc2)Sc2n[nH]c(-c3ccccc3)n2)cc1 (centres undefined),-0.1,-4,-1,-2,-10,12,i,-8,-9

# Rpn11 block: what is marked active above.
Compound	MsrA inhibitor	Rin1 Abl inh	CSN deneddyl inh	bovine MsrA act	PABP1 MLLE inh	Rpn11 block	eLon inh	MT1-MMP act inh
COc1ccc2cc(C(=O)Nc3ccc(Cl)cc3)sc(=O)c2c1OC	0.7	0	23	-4	-7	+	14	-12

# (continued)
SMILES,MsrA inhibitor,Rin1 Abl inh,CSN deneddyl inh,bovine MsrA act,FAS-TE inh,PABP1 MLLE inh,Rpn11 block,eLon inh,MT1-MMP act inh
COc1cc(/C=C2\OC(=O)c3c(OC)cccc32)ccc1O,1.8,-2,4,-5,-4,-16,i,-7,-62
O=C(/C=C/c1ccc([N+](=O)[O-])cc1)NCc1ccccn1,0.8,-7,2,-12,-6,0,i,4,1
CC(C)C[C@@]12C(=O)N(c3cccc(Cl)c3)C(=O)N1[C@H](c1ccc(Cl)cc1)[C@@H]1C(=O)N(C3CCCCC3)C(=O)[C@@H]12,-1.1,4,2,0,90*,23,i,-9,-6
COc1ccc(Nc2nc(OC)nc(N3CCOCC3)n2)cc1,-0.2,-4,-6,-5,-6,-3,i,-2,4
CSCCNC(=O)C1(C)CCN1C(=O)c1sccc1C (centres undefined),-0.8,-3,-5,-5,-12,-8,i,-3,-1
Cn1cc(/C=N\NC(=O)c2cccs2)c2ccccc21,8.3*,0,0,-5,-6,20,i,-4,6
COc1ccc(OC)c(C2C(C(C)=O)=C(O)C(=O)N2Cc2cccnc2)c1 (centres undefined),1.4,-1,1,-4,-2,17,i,5,3
O=[N+]([O-])c1cc(S(=O)(=O)N2CCOCC2)ccc1N1CCCC1,-0.3,1,0,1,2,4,i,-3,15
CC1(C)NC(=O)N(CC(O)CNC23CC4CC(CC(C4)C2)C3)C1=O (centres undefined),0.2,1,1,-2,-11,-1,i,-1,-1
CCC(=O)Nc1cc(-c2nn(C)c(=O)c3ccccc23)ccc1OC,0.6,-1,-3,1,-5,6,i,-2,5
CCCn1nnnc1NCc1ccc(N(CC)CC)cc1,0.9,1,4,0,0,2,i,-10,-3
CCOC(=O)CC1(NC(=O)c2cc(COc3ccc(F)c(F)c3)on2)CCCCC1,0.0,2,4,-3,27,-12,i,-6,-1
CC(Sc1nn(-c2ccccc2)c(=S)s1)C(=O)NCC1CCCO1 (centres undefined),0.4,0,1,-3,-5,-43,i,-2,2
CCCC(=O)Nc1cccc(Oc2nc(C)cc(C)c2C#N)c1,0.2,0,7,-6,8,-1,i,5,0
COc1ccccc1N1CCN(S(=O)(=O)CCNC(=O)c2ccc(Br)o2)CC1,-0.4,2,1,-7,-6,8,i,7,1
Cc1cc(=O)oc2cc(NC(=O)C(C)N3C(=O)C4CCCCC4C3=O)ccc12 (centres undefined),1.5,0,-3,0,-2,0,i,0,-2
COc1ccc(NS(=O)(=O)c2cc(NC(=O)c3cc(F)c(F)cc3Cl)ccc2N2CCOCC2)cc1,0.1,3,1,-10,21,8,i,-5,3
O=C(c1ccc(Cl)cc1)N1CCN(c2ccc(N3CCOCC3)nn2)CC1,0.5,-2,0,-4,-7,-9,i,-11,-3
CCc1ccc(NC(=S)N(CCCN2CCN(C)CC2)Cc2cccs2)cc1,-0.6,1,3,-2,-10,-72,i,4,-9
COC(=O)CC1C(=O)NCCN1C(=O)c1cc(OC)c(OC)cc1OC (centres undefined),0.2,4,0,-3,1,13,i,2,-3
Cc1cccc(Cn2c(=O)n(-c3ccc(CC(=O)NCc4ccco4)cc3)c(=O)c3sccc32)c1,-0.3,-5,1,-1,4,6,i,1,8
CSCCCN1CC[C@@H](N2CCN(c3ccccc3F)CC2)[C@H](O)C1,0.7,-1,4,-2,-4,-10,i,3,-1
CCc1ccc(C(=O)COC(=O)CCc2nc3ccccc3c(=O)[nH]2)cc1,0.8,2,-7,-5,-1,-3,i,-15,-4
COc1ccc(NS(=O)(=O)c2cccc(C(=O)NNC(=O)COc3ccccc3)c2)cc1,2.1,2,0,-9,-7,-6,i,5,0
CC(=O)c1cc(N2CCOCC2)ccc1[N+](=O)[O-],2.8,-5,0,-8,2,-6,i,-5,4
